Screening data deposited in PubChem BioAssay by several laboratories.
TNF necrop inh = inhibitors of TNF-alpha triggered necroptosis, primary screen, cell-based, Jurkat FADD-/-, single concentration; Jurkat FADD-/- TNF necroptosis rescue, ATP luminescence, 24 h; 0 = TNF only, 100 = no-TNF cells; activation (protection from cell death), % at 10 µM; 0.068% of 220,000 active; AID 463075, 2010;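 active = activation, meaning protection from cell death, of at least 50% relative to plate controls; inactive = activation below 50%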;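 also: necroptosis triggered by 40 ng/mL TNF-alpha added together with compound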
Ba/F3 V617F tox = reduced viability of JAK2V617F-dependent Ba/F3 cells, primary screen, JAK2V617F inhibitor project, cell-based, Ba/F3 EpoR-JAK2V617F, luminescence; ATP luminescence; inhibition, % at 5.6 µM; 1.1% of 220,000 active;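 active = inhibition above the campaign mean plus 3 SD over all tested compounds, cut at about 24% in these data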;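 also: cytokine-independent growth of Ba/F3 cells driven by EpoR plus mutant JAK2; 0% = DMSO-treated cells and 100% = JAK inhibitor I control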
zfTRPN1 agonist = zebrafish TRPN1 channel agonists, primary screen, cell-based, HEK293, calcium fluorescence | transient receptor potential cation channel N1 (TRPN1/NompC), Danio rerio | HEK293 zebrafish TRPN1-YFP, Fluo-8 calcium fluorescence; 100% = response to 87 µM carbachol | activation, % at 3 µM | 0.18% of 220,000 active | AID 1424, 2008;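 active = activation above its plate's cutoff, the mean activation of test wells on that plate plus 3 SD, cut at about 19% in these data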;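 also: 0% = DMSO alone and 100% = 87 µM carbachol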
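Material: zebrafish TRPN1-YFP in HEK293 cells. Doses: one dose of 3 µM, 0.3% DMSO. Incubation: dye 1 h 37 °C plus 30 min RT. Measured by: intracellular calcium fluorescence with Fluo-8.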
PPC-1+TRAIL kill = compounds killing PPC-1 cancer cells with TRAIL present, primary screen, TRAIL potentiator project, ATPLite luminescence, uHTS. PPC-1 cells + TRAIL, ATPLite viability luminescence. cell killing (% activity), % at 4 µM. 0.41% of 220,000 active;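 active = cell killing above 50% in the first pass at 4 µM, then a duplicate retest at 5 µM averaging 50% or more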;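 also: plate controls were cells with TRAIL plus DMSO for no effect and medium-only wells lacking cells for full effect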
BaF3 parental = parental Ba/F3 cell viability inhibition, counter-screen for JAK2V617F inhibitor project, murine pro-B, CellTiter-Glo luminescence. inhibition, % at 5.6 µM. AID 1486, 2009. CellTiter-Glo ATP luminescence. 1.1% of 220,000 active;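 active = inhibition above a per-campaign cutoff, the mean inhibition of all tested compounds plus 3 SD, cut at about 27% in these data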;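 also: 0% = DMSO wells and 100% = JAK Inhibitor I control wells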
CHOP inhibitor = inhibitors of CHOP promoter induction, primary screen, cell-based, unfolded protein response, luciferase reporter | inhibition, % at 10 µM | CHO-K1 CHOP-promoter luciferase, tunicamycin-induced, 15-18 h | 3.8% of 220,000 active | AID 2732, 2010;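 active = compounds that reduced the stress-induced luciferase reporter signal by more than about 70% of percent inhibition, limit read from the data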;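 also: 0% = tunicamycin plus vehicle and 100% = wells without tunicamycin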
Wee1 stabilizer = Wee1 degradation inhibitors, primary screen, cell-based, HeLa, Wee1K328M-luciferase, luminescence | 1.2% of 220,000 active | AID 1321, 2008 | reporter increase, % at 5 µM | HeLa Luc-Wee1K328M stability; 100% = proteasome inhibitor MG132 effect | Wee1-like protein kinase (Homo sapiens), P30291;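 active = activation above the mean of all tested compounds plus 3 SD, set per screening run, cut at about 8.8% in these data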;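 also: cells exposed to compound for 20 h before luminescence read; 0% = DMSO alone and 100% = MG132 at 30 µM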
Target sequence (P30291 whole entry K328M): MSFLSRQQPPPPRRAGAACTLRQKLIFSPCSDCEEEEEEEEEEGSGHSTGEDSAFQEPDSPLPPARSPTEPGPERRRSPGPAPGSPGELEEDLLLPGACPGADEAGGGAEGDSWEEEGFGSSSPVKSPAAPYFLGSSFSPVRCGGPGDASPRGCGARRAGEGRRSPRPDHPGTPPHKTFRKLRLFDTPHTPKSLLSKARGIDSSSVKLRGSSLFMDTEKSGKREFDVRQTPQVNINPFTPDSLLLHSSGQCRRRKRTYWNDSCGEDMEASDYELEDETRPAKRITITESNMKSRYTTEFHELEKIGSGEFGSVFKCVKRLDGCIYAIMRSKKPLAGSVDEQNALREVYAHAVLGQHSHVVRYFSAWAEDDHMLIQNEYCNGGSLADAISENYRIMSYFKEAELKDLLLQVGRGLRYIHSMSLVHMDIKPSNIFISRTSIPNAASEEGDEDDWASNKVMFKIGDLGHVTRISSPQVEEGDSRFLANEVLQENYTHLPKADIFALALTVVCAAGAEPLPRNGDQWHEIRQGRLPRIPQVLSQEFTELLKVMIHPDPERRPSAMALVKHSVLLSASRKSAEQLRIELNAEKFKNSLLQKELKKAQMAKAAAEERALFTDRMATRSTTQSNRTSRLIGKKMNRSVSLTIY
TRPML3 agonist = human TRPML3 channel agonists, primary screen, cell-based, HEK293 TRPML3-YFP, Fluo-8 calcium fluorescence, 3 µM. Mucolipin-3 (Homo sapiens), Q8TDD5. 100% = the carbachol control signal. activation, % at 3 µM. 0.29% of 220,000 active. AID 1448, 2008;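 active = activation above its plate's cutoff, the mean activation of the plate's test wells plus 3 SD, cut at about 12% in these data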;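 also: 0% = DMSO only wells and 100% = carbachol wells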
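Test system – HEK293 line with stable expression of human TRPML3-YFP channel · Control set – carbachol 87 µM final as high control (100%), DMSO as low control (0%) · Signal – Fluo-8 calcium dye fluorescence, ex 470-495, em 515-575 nm · Incubation – 1-h 37 °C dye load, 5-s basal, 120-s post-compound reads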
RBBP9 inh = human RBBP9 inhibitors, primary screen, biochemical, fluorescence polarization, FP-Rh probe, HTS. Serine hydrolase RBBP9 (Homo sapiens), O75884. recombinant RBBP9. inhibition, % at 7.94 µM. 0.2% of 220,000 active. AID 1515, 2009;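 active = inhibition above the campaign mean of all tested compounds plus 3 SD, cut at about 14% in these data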;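 also: plate controls were DMSO wells with RBBP9 for no effect and wells lacking RBBP9 protein for full effect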
Target sequence (O75884 whole entry, looked up): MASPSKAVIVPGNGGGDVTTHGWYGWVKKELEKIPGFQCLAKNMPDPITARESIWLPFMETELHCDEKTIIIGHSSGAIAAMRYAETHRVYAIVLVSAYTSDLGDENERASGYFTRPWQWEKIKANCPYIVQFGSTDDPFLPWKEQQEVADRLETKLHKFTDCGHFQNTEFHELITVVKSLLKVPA
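Assay system: recombinant human RBBP9; Reagent: Serine-hydrolase probe FP-Rh, 375 nM pre-mixing; Doses: 7.94 µM single dose, 0.794% DMSO; Incubation: 30 min then 45 min, 25 °C; Detection: fluorescence polarization (mP), excitation 525 nm, emission 598 nm; Evaluation: percent inhibition from mP, scaled between DMSO and no-protein wells.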
* marks the source's active call; other numbers are inactive results; . = no result given; [ ] = another dose, or the depositor's remark. Compounds as they come (roughly 6.8% active in at least one column).

nr	Compound	TNF necrop inh	Ba/F3 V617F tox	zfTRPN1 agonist	PPC-1+TRAIL kill	BaF3 parental
1	CCC(c1nnnn1CC1CCCO1)N(CCCO)Cc1cc2cccc(C)c2[nH]c1=O (configuration not stated)	0.9	1	0.8	16	1
2	CCN(C(=O)c1ccco1)c1nnc(-c2ccc(OC)cc2)s1	-2.7	-2	0.3	68*[5 µM]	0
3	COc1ccc(-c2[nH]c(-c3cc(OC)c4c(c3)OCO4)nc2-c2ccccc2)cc1	-0.7	1	-2.8	11	10
4	Clc1ccc(Cn2ncc3c(NCc4ccco4)ncnc32)c(Cl)c1	-7.5	6	0.8	22	15
5	CCOC(=O)CNC(=O)CSc1nc2c(C)cccc2cc1CC	-0.7	-4	-2.5	26	4
6	CCc1ccc(C(=O)CC2(O)C(=O)N(CN3CCOCC3)c3ccccc32)cc1 (configuration not stated)	-4.0	-2	0.8	9	0
7	CC(C)n1nnnc1SCC(=O)Nc1ccc2c(c1)OCO2	14	-2	-0.9	0	-1
8	CCOC(=O)C1(C)NC(c2ccc(OC)cc2OC)C2C(=O)N(CC)C(=O)C21 (configuration not stated)	0.4	-1	-0.7	-10	6
9	O=C(C1CCCN(c2nnc(-n3cccc3)s2)C1)N1CCN(c2ccccc2)CC1 (configuration not stated)	-3.6	-1	0.8	19	10
10	Cc1ccc(C(C(=O)NC2CCCC2)N(Cc2ccc3c(c2)OCO3)C(=O)Cc2cccs2)cc1 (configuration not stated)	-1.9	-3	-0.5	20	1
11	COc1cc(C#CC#CCN2CCCCC2)ccc1O	-13	2	-0.4	15	7
12	CC(=O)c1c(C(C)=O)c(C)n(-c2cccc([N+](=O)[O-])c2)c1C	0.1	1	0.6	18	4

nr	CHOP inhibitor	Wee1 stabilizer	TRPML3 agonist	RBBP9 inh
1	-19	1	0.2	-7
2	-6	6	-0.1	-7
3	12	-1	-0.1	0
4	.	1	-1.4	4
5	55	-1	-1.1	-10
6	5	0	0.8	-6
7	-6	1	-0.5	1
8	-1	-4	0.9	-6
9	33	0	1.2	-8
10	44	-2	-0.6	-5
11	21	-3	0.2	1
12	7	2	0.7	3

nr	Compound	TNF necrop inh	Ba/F3 V617F tox	zfTRPN1 agonist	PPC-1+TRAIL kill	BaF3 parental
13	CCNC(=O)CN1C(=O)NC(Cc2ccccc2)(Cc2ccccc2)C1=O	-0.9	4	-0.1	-4	4
14	CC(C)(C)C(=O)NC(=S)NNC(=O)C(c1ccccc1)c1ccccc1	-11	1	168*	16	10
15	CCOC(=O)COc1ccc2c(=O)c(-c3ccc(OC)c(OC)c3)c(C(=O)OCC)oc2c1	3.2	-4	2.6	6	-2
16	COc1ccc(S(=O)(=O)Cc2ccc(C(=O)N3CCCC3)o2)cc1	-0.1	-3	1.9	3	6
17	CN(Cc1nc(-c2cnccn2)no1)CC(O)c1ccccc1 (configuration not stated)	0.5	1	1.0	10	6
18	O=C(NC1CC1)c1ccc(CSCc2cccc(F)c2)o1	-0.9	-1	2.0	-11	0
19	COc1ccc(S(=O)(=O)Nc2ccccc2C(=O)Nc2nc(-c3ccc(F)cc3)cs2)cc1OC	0.0	2	14	24	9
20	O=C(c1ccc(Cl)c(S(=O)(=O)N2CCCC2)c1)N1CCN(c2ccc(F)cc2)CC1	1.1	-2	7.7	7	3
21	COc1cccc(C(=O)NN2C(=O)C3C4C=CC(O4)C3C2=O)c1 (configuration not stated)	1.0	-2	0.9	-8	1
22	CC(=O)NC12CC3CC(C1)CC(C(=O)Nc1nccs1)(C3)C2	0.8	1	1.1	12	0
23	CSc1ccc(CN2CCC(O)CC2)cc1	0.1	-2	1.2	.	4
24	CCN1CCCC1CNCc1cccc(OC)c1OCc1ccccc1 (configuration not stated)	0.3	3	0.0	34	7

nr	CHOP inhibitor	Wee1 stabilizer	TRPML3 agonist	RBBP9 inh
13	-8	2	-0.2	-8
14	106*	-2	114*	-7
15	-23	-1	-0.6	-6
16	43	2	0.1	0
17	-7	12*	0.9	12
18	13	0	1.2	-9
19	41	2	8.0	-10
20	18	5	2.6	-14
21	-12	-3	-0.2	2
22	2	-1	1.1	-5
23	.	-2	1.6	8
24	10	-2	-0.4	-9

nr	Compound	TNF necrop inh	Ba/F3 V617F tox	zfTRPN1 agonist	PPC-1+TRAIL kill	BaF3 parental
25	N#CCCN(CCN1CCCC1)S(=O)(=O)c1ccc(-c2ccc([N+](=O)[O-])cc2)cc1	-3.8	1	-0.7	19	9
26	O=C1C2C3C=CC(CC3)C2C(=O)N1c1ccc2c(c1)OCO2 (configuration not stated)	0.5	0	-0.2	19	2
27	CC1CCN(C(=O)c2ccc3c(c2)OCCO3)CC1	0.4	-4	0.3	10	3
28	Cc1cc(SCC(=O)OCC(=O)N2CCN(C(=O)c3ccco3)CC2)c(C)cc1Br	-1.0	2	0.2	-11	7
29	O=C(CO/N=C/c1ccc(OC(F)F)cc1)N1CCc2ccccc21	3.6	-3	-0.3	24	2
30	O=C(c1cc(-c2ccccc2)on1)N1CCCC1	-1.9	-2	0.2	-4	5
31	Cc1ccc(CNC(N)=S)cc1	0.0	2	0.0	18	7
32	Cc1ccc(S(=O)(=O)Nc2cccc3ncccc23)cc1	1.3	1	1.6	12	2
33	COC(=O)c1cn(NC(=O)c2cnccn2)c(=O)c2ccccc12	-1.3	1	0.2	8	8
34	COc1ccc(C2=CC(=O)OC3(CCCCC3)O2)cc1	0.4	1	-1.2	12	4
35	COc1ccc(CNC(=O)CN(C(=O)c2cc3sccc3n2C)C2CCCC2)cc1	1.4	-7	-0.2	-10	4
36	CCC(c1nnnn1C1CCCC1)N(Cc1cccs1)Cc1cc2cc(C)ccc2[nH]c1=O (configuration not stated)	-13	-5	0.1	19	-3

nr	CHOP inhibitor	Wee1 stabilizer	TRPML3 agonist	RBBP9 inh
25	16	1	1.5	6
26	16	1	0.6	-10
27	21	3	0.0	2
28	9	-1	-0.5	-6
29	-19	-2	0.5	-6
30	10	0	0.2	5
31	-7	-1	0.6	-4
32	5	-1	0.4	-5
33	30	2	0.3	-2
34	-9	6	-1.1	3
35	19	0	0.1	6
36	69	-4	-0.1	-10

Records listed so far shown as hits in Wee1 stabilizer:
entry	Structure	CHOP inhibitor	Wee1 stabilizer	TRPML3 agonist	RBBP9 inh
17	CN(Cc1nc(-c2cnccn2)no1)CC(O)c1ccccc1 (configuration not stated)	-7	12*	0.9	12

The list goes on.
nr	Compound	TNF necrop inh	Ba/F3 V617F tox	zfTRPN1 agonist	PPC-1+TRAIL kill	BaF3 parental
37	CC(NC(=O)Nn1cnnc1)(C(F)(F)F)C(F)(F)F	0.9	-4	2.2	12	1
38	CC(=O)c1c(C)[nH]c(C(=O)Nc2cc(C)cc(C)c2)c1C	-1.0	-1	0.3	-6	5
39	Cc1cc(C)n2c(SCc3ccccc3Cl)nnc2n1	-1.2	-1	-0.1	10	6
40	COc1cc(OC)cc(C(=O)N[C@H](C(=O)OCC(=O)Nc2ccc(C(N)=O)cc2)C(C)C)c1	1.4	0	-0.7	18	6
41	O=C1CN(S(=O)(=O)c2cc(Cl)ccc2Cl)CCN1	-0.4	1	0.6	-15	6
42	CCCCNC(=O)CCCn1c(=O)[nH]c2ccc(Br)cc2c1=O	-0.6	4	0.1	-8	10
43	O=C(NCCCN1CCOCC1)c1cccs1	-1.0	-4	0.9	19	4
44	Cc1ccc(C2(C)CC(C)(C)N(C(=O)CSc3nnc(C)s3)c3ccccc32)cc1 (configuration not stated)	-2.5	-1	-1.3	18	0
45	O=c1c2cc(-c3ccccc3)sc2ncn1-n1cccc1	0.8	3	-0.1	9	4
46	CN(Cc1cn[nH]c1-c1ccc2c(c1)OCO2)C1CCOCC1	0.0	-1	1.5	11	1
47	Cc1cc(C(=O)N2CCc3ccccc32)n(-c2ccccc2)n1	-8.5	-1	-0.1	3	-1
48	CCOCCCNC(=O)C(Cc1ccccc1)NC(=O)c1ccco1 (configuration not stated)	-0.8	-3	-0.5	0	3

nr	CHOP inhibitor	Wee1 stabilizer	TRPML3 agonist	RBBP9 inh
37	10	3	0.5	-9
38	32	5	0.9	9
39	9	0	0.3	-5
40	-8	-2	-0.1	-11
41	-4	0	1.2	2
42	64	-1	0.8	0
43	3	0	0.4	-1
44	43	-2	-0.2	-3
45	-14	1	0.4	-19
46	4	0	-0.5	-9
47	46	-3	-0.2	-6
48	21	-3	0.2	-2

Compounds shown so far containing a nitro group on carbon, in the order listed:
nr	Compound	TNF necrop inh	Ba/F3 V617F tox	zfTRPN1 agonist	PPC-1+TRAIL kill	BaF3 parental
12	CC(=O)c1c(C(C)=O)c(C)n(-c2cccc([N+](=O)[O-])c2)c1C	0.1	1	0.6	18	4
25	N#CCCN(CCN1CCCC1)S(=O)(=O)c1ccc(-c2ccc([N+](=O)[O-])cc2)cc1	-3.8	1	-0.7	19	9

nr	CHOP inhibitor	Wee1 stabilizer	TRPML3 agonist	RBBP9 inh
12	7	2	0.7	3
25	16	1	1.5	6

Following part.
nr	Compound	TNF necrop inh	Ba/F3 V617F tox	zfTRPN1 agonist	PPC-1+TRAIL kill	BaF3 parental
49	CC(=O)C1=C(C)NC(=O)NC1c1cc(Br)ccc1OCC(N)=O (configuration not stated)	-1.8	2	2.2	9	7
50	CCOP(=O)(OCC)c1nc(-c2ccc(Cl)cc2Cl)oc1N1CCOCC1	-0.9	0	-1.0	-11	4
51	O=S(=O)(Nc1ncccn1)c1ccc(NC(=S)NCCc2ccc(Cl)cc2)cc1	0.4	-2	-0.8	0	2
52	CCCN1C(=O)/C(=c2\sc3nc(=O)c(Cc4ccc(C)cc4)nn3c2=O)c2ccccc21	1.7	0	1.4	42	4
53	CCN(CCO)Cc1cn[nH]c1-c1ccc(C)c(C)c1	-0.2	-2	0.6	7	7
54	O=C(N1CCN(c2cccc(Cl)c2)CC1)C1(c2cccs2)CCOCC1	3.0	-4	0.1	-1	0
55	CC(=O)c1ccc(-c2nc3ccccc3n2C)o1	-4.0	5	0.1	-6	2

nr	CHOP inhibitor	Wee1 stabilizer	TRPML3 agonist	RBBP9 inh
49	-47	0	0.3	7
50	18	-2	0.2	-3
51	16	2	0.6	7
52	-6	2	0.4	-5
53	0	3	0.2	3
54	19	2	0.3	-1
55	-42	-1	-0.1	-4
